High-throughput results as filed in PubChem.
NR2E3 ag-1: activates human NR2E3 receptor. 360,000 compounds, 0.35% hits. CHO-S Gal4-NCOR/VP16-NR2E3 two-hybrid, luciferase. AID 602229. Q9Y5X4. inhibition of corepressor binding, % at 3.98 µM;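 active = inhibition above the mean of all tested compounds plus 3 SD, cut at about 70% in these data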;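 also: 0% = DMSO with NR2E3 transfected cells and 100% = cells lacking NR2E3 construct; higher means lower luciferase signal from less NR2E3 corepressor binding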
Target sequence (Q9Y5X4 whole entry, looked up, the tested form may be a part): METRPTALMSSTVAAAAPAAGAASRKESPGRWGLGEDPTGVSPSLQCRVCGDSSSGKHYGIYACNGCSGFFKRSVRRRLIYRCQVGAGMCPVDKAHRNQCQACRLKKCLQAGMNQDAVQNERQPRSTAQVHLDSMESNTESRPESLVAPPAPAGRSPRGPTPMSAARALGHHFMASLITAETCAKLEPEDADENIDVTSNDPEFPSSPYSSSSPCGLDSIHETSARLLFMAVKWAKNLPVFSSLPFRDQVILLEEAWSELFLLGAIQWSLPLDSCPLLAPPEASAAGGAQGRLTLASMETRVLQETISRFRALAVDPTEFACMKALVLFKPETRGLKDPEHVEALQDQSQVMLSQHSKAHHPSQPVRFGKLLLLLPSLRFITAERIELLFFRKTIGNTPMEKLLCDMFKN
KKLEB cytotox: reduces viability of KKLEB cystic fibrosis airway cells; KKLEB CF airway cells viability, ATPlite luminescence, overnight; active compounds read low; cells stimulated with P. aeruginosa culture filtrate; activity change (cytotoxicity), % at 5 µM; 360,000 compounds, 0.36% hits;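 active = corrected activity change at or below -50% at 5 µM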
hiPSC survival: increases survival of single human iPS cells | hiPSC single-cell survival, ATPlite luminescence; 100% = ROCK inhibitor wells, 0% = DMSO | survival enhancement, % at 20 µM | 360,000 compounds, 0.044% hits | AID 602274; in the data active = survival enhancement above about 18%;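 also: cells exposed to compounds for 16 hours before the ATP read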
TRPM1 prom inh: inhibitors of MITF-driven TRPM1 promoter in melanoma cells | inhibition, % at 12.5 µM | AID 488899 | 330,000 compounds, 0.83% hits | SK-MEL-5 TRPM1 promoter luciferase, 24 h;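 active = mean inhibition across replicates of 60% or more, whatever share of single replicates reaches that level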; also: values of inactives mirror those of a sister screen read the other way
CF NFkB block: cystic fibrosis NF-kB activation inhibition. inhibition, % at 5 µM. AID 588850. KKLEB NF-kB-GFP reporter, PAF-induced, GFP fluorescence overnight. 360,000 compounds, 0.86% hits;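 active = at least 50% inhibition at 5 µM, scaled per plate between neutral and stimulator controls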;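 also: PAF is a Pseudomonas aeruginosa culture filtrate used as stimulus; plate controls were PAF-stimulated DMSO wells for no effect and unstimulated DMSO wells for full effect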
Peg3 promoter: Peg3 promoter activity inhibition | HeLa PEG-Prom luciferase reporter, luminescence, overnight | inhibition, % at 20 µM | 360,000 compounds, 1.7% hits;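 active = inhibition of at least 50% at 20 µM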
NR2E3 ag-2: agonists of human nuclear receptor NR2E3. Q9Y5X4. GST-NR2E3/biotin-RetCOR TR-FRET, 1536-well. inhibition of corepressor binding, % at 4.78 µM. 320,000 compounds, 0.12% hits. AID 2300;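 active = percent inhibition above the cutoff of mean plus 3 SD of all tested compounds, set per screening campaign, cut at about 20% in these data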;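 also: 0% = DMSO wells and 100% = biotin wells as full block of FRET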
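System: GST-tagged NR2E3 plus biotinylated RetCOR corepressor; Amount: 1.35 nM GST-tagged NR2E3 final; Dosing: single nominal compound dose of 4.8 µM; Schedule: 5 h incubation at 4 °C; Technique: TR-FRET with europium anti-GST and streptavidin-D2, 340 nm excitation; Controls: biotin wells as high control, 0.6% DMSO wells as low control.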
HIF-2a inh: inhibitors of HIF-2a; inhibition, % at 18.8 µM; 360,000 compounds, 0.72% hits; 786-0 RCC cells HIF-2a reporter, luciferase luminescence, overnight;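 active = inhibition of the luminescence signal of 40% or more relative to plate controls, in a single-dose primary screen at 18.75 µM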
aDG glyco up: alpha-DG glycosylation activation; Pro5-aDG cells, alpha-DG glycosylation AlphaScreen (IIH6); 0% Pro5, 100% B10-LARGE cell signal; activation, % at 10 µM; 360,000 compounds, 0.22% hits;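 active = activation of at least 8% versus controls, or a plate z-score of at least 8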;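 also: Pro5 are CHO cells carrying HIG-tagged alpha-DG that lacks glycosylation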
Shn3 inh set2: reduces Shn3 3'UTR luciferase signal in osteoblasts | AID 588674 | 360,000 compounds, 0.52% hits | Clone20 osteoblast Shn3 3'UTR firefly luciferase, 24 h | inhibition, % at 12.5 µM;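 active = mean inhibition of at least 75% with every replicate also reaching 75%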;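 also: 0% = median of neutral control wells and 100% = pilot-screen positive control compound; some compounds past the cut are filed as inactive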
TWEAK Fn14 block: TWEAK-Fn14 signaling inhibition. TWEAK-stimulated Fn14 reporter cells, luciferase luminescence, 8 h. 360,000 compounds, 2% hits. inhibition, % at 10 µM. AID 1159606; in the data active = inhibition above about 50%
The depositor's hits bear a star; x = no result given.

SMILES	NR2E3 ag-1	KKLEB cytotox	hiPSC survival	TRPM1 prom inh	CF NFkB block	Peg3 promoter	NR2E3 ag-2	HIF-2a inh	aDG glyco up	Shn3 inh set2	TWEAK Fn14 block
Cc1ccc(Cl)cc1N1CCN(C(=O)COc2ccc(S(=O)(=O)NC(C)C)cc2)CC1	56	2	-2.3	20	-10	14	3	4	0.7	80	37
CC1CCN(C(=O)CSc2nncn2C)CC1	-13	6	3.4	12	-4	7	0	7	2.7	-66	-5
Nn1c(COc2ccccc2F)nnc1SCC(=O)NC1CCCCC1	-15	-3	-0.4	-10	20	6	-3	2	0.0	-23	6
CC(OC(=O)c1ccc(NC(N)=O)cc1)C(=O)Nc1ccc2c(c1)OCCO2 (centres undefined)	-16	4	1.0	-7	-9	8	x	2	-0.1	1	17
COCCCn1c(SCC(=O)NCc2ccccc2)nc2ccccc2c1=O	-4	13	-1.4	0	5	2	-1	11	-0.1	17	2
c1ccc(CN2CCN(c3ncccn3)CC2)cc1	6	10	0.2	-6	-1	-3	2	5	0.0	17	8
CCCc1cc(C(=O)NC2CCCCC2)no1	-105	14	0.9	-63	-12	-193	4	-209	-0.2	-67	7
COc1ccc(C(C(=O)NC2CCCC2)N(C(=O)c2snc(-c3ccc(F)cc3)c2N)c2ccc(OC)cc2)cc1 (centres undefined)	-15	-36	-0.5	0	19	-18	11	-15	-0.3	29	-11
Cc1ccc(S(=O)(=O)NCCC(=O)NCC(c2ccco2)N2CCCCC2)cc1C (centres undefined)	-14	3	-0.3	0	10	-9	-3	2	0.0	-10	2
CC(=O)c1ccc(OCC(=O)Nc2ccc3c(c2)OCO3)cc1	-3	14	0.3	x	-20	-23	x	-34	0.0	-20	-33
COc1ccccc1NC(=O)CSc1ccc(-c2ccccn2)nn1	-15	-1	0.0	-9	18	-7	1	-55	0.3	-10	6
CC1=NN(c2ccc(C)cc2C)C(=O)C1C(c1ccccc1O)C1C(=O)N(c2ccc(C)cc2C)N=C1C (centres undefined)	-10	2	0.3	-2	-15	18	5	15	-0.1	-25	-19
COc1cccc(C2C(C(=O)c3ccc(C)o3)=C(O)C(=O)N2CCN2CCOCC2)c1OC (centres undefined)	4	5	0.1	11	-6	-12	6	9	-0.5	-110	-3
CCOC(=O)C1=C(C(F)(F)F)Nc2ncnn2C1c1ccc(OC)c(OC)c1OC (centres undefined)	-25	-5	-0.5	-5	15	6	-5	3	-0.1	-3	4
CC(=O)C(Cc1cnc(Cl)s1)(Cc1cnc(Cl)s1)C(C)=O	0	-5	-1.5	-1	-9	1	0	-2	-0.1	13	8
c1ccc(Cc2nnc3sc(-c4ccccn4)nn23)cc1	-12	-4	1.0	-7	5	-14	2	-22	0.0	-11	2
O=C1/C(=C/c2ccc(F)cc2)SC(=S)N1CC(=O)N1CCCCC1c1cccnc1 (centres undefined)	-4	-6	-0.5	7	17	103*	-2	34	0.0	2	-19
COc1ccc(CCNC(=O)Cc2cccc(C(F)(F)F)c2)cc1OC	5	-3	-0.5	6	8	13	0	7	0.0	-8	-1
O=C(CN(CCc1ccccc1)S(=O)(=O)c1ccc(Br)cc1)N/N=C/c1ccccc1C(=O)O	-1	1	1.7	5	12	-4	-3	13	-0.1	4	7
CCS(=O)(=O)N1CCN(c2nc(-c3ccccc3)cs2)CC1	-30	-18	2.4	-74	-6	-115	-3	-223	0.1	-38	-68
CCOCCCn1c(SC(C(=O)Nc2cc(C)ccc2C)c2ccccc2)nnc1-c1ccc(Cl)cc1 (centres undefined)	8	15	0.4	-9	-4	-9	2	6	0.2	15	0
O=C(Nc1ccccn1)c1ccc(CN(c2ccccc2)S(=O)(=O)c2ccccc2)cc1	-7	3	-0.3	3	-24	14	2	10	0.4	29	39
O=C(CCCN1C(=O)/C(=C/c2ccc3c(c2)OCO3)SC1=S)Nc1cccc(C(=O)O)c1	66	-24	-0.2	10	3	28	4	88*	-0.4	-4	56*
CC(=O)CC1(O)C(=O)N(Cc2ccccc2)c2ccccc21 (centres undefined)	-8	6	0.7	-15	-6	8	1	12	0.1	4	-6
O=C1CCC/C1=C/Nc1cccc(F)c1	-17	-12	0.2	-12	-16	-25	0	-18	0.1	-18	8
N=C1C(c2nc3ccccc3s2)=C(O)CN1NC(=O)c1ccccc1[N+](=O)[O-]	1	-14	-3.0	1	-10	21	3	8	0.5	3	-26
CCC(C(=O)OCC(=O)Nc1c(C)nn(-c2ccccc2)c1C)c1ccccc1 (centres undefined)	17	-4	-0.4	1	3	9	6	5	0.1	3	0
Cc1cc(NC(=O)COC(=O)CCn2c(C)csc2=O)c([N+](=O)[O-])cc1C	1	13	2.5	x	-34	11	x	5	-0.4	1	3
CC1=C([N+](=O)[O-])C(c2ccccc2)C2=C(N1)c1ccccc1C2=O (centres undefined)	-144	-43	-0.1	26	42	10	-3	16	-0.5	14	39
CCC(=O)Nc1c(-c2ccc(Cl)cc2)c(=O)c2ccccc2n1C	24	2	-0.1	-1	-24	-3	x	22	-0.1	1	-2
CC(=O)C[C@H](O)CC(=O)[C@@H]1OC(=O)CCCCCCc2ccccc21	-29	7	-2.0	7	-15	14	7	7	0.2	-42	-5
O=C(NCc1ccccn1)C1CCN(S(=O)(=O)c2ccccc2F)CC1	2	7	1.6	1	-10	1	4	18	0.1	2	3
Cc1cccc(C(=O)NCCN2CCOCC2)c1[N+](=O)[O-]	5	13	-0.1	9	-10	-3	-1	16	-0.2	-1	-5
C=CC[C@@H](CC(=O)N[C@@H](CO)Cc1ccccc1)C(=O)N[C@H](COC(=O)[C@@H](CC=C)CC(=O)OC(C)(C)C)Cc1c[nH]c2ccccc12	16	6	-1.5	3	-21	44	x	-7	-0.2	26	36
O=C(Nc1c2c(nn1-c1ccc(F)cc1)CS(=O)C2)c1ccc(S(=O)(=O)N2CCOCC2)cc1 (centres undefined)	-4	6	0.5	7	-22	15	2	12	-0.1	0	0
O=C(O)C1=C[C@H](c2ccc(Br)cc2)C[C@H](OCc2ccc(CO)cc2)O1	-7	0	-1.5	-14	-8	-8	-1	0	-0.3	-7	11
N#CC1(NC(=O)CN2CCc3ccccc3C2)CCCC1	-10	2	0.0	6	-4	0	-2	10	-0.1	-7	-10
CCOCCn1c(=O)c2c(nc3n2CCCN3CCc2ccccc2)n(C)c1=O	-17	-2	-0.2	-10	-5	15	4	15	-0.2	-6	-8
COc1ccc2nc(NC(=O)Nc3cccc4ccccc34)sc2c1	-7	1	-1.8	-84	-11	-68	0	-148	-0.5	-17	-2
COCCNC(=O)C1(C)CCN(Cc2cccc(Oc3ccccc3)c2)C1 (centres undefined)	-35	14	-1.7	x	-14	2	x	6	0.1	-23	4

Four entries picked at random from the list so far, as already listed:
SMILES	NR2E3 ag-1	KKLEB cytotox	hiPSC survival	TRPM1 prom inh	CF NFkB block	Peg3 promoter	NR2E3 ag-2	HIF-2a inh	aDG glyco up	Shn3 inh set2	TWEAK Fn14 block
Cc1cc(NC(=O)COC(=O)CCn2c(C)csc2=O)c([N+](=O)[O-])cc1C	1	13	2.5	x	-34	11	x	5	-0.4	1	3
O=C(CCCN1C(=O)/C(=C/c2ccc3c(c2)OCO3)SC1=S)Nc1cccc(C(=O)O)c1	66	-24	-0.2	10	3	28	4	88*	-0.4	-4	56*
Cc1ccc(S(=O)(=O)NCCC(=O)NCC(c2ccco2)N2CCCCC2)cc1C (centres undefined)	-14	3	-0.3	0	10	-9	-3	2	0.0	-10	2
COc1cccc(C2C(C(=O)c3ccc(C)o3)=C(O)C(=O)N2CCN2CCOCC2)c1OC (centres undefined)	4	5	0.1	11	-6	-12	6	9	-0.5	-110	-3

Later entries:
SMILES	NR2E3 ag-1	KKLEB cytotox	hiPSC survival	TRPM1 prom inh	CF NFkB block	Peg3 promoter	NR2E3 ag-2	HIF-2a inh	aDG glyco up	Shn3 inh set2	TWEAK Fn14 block
CC(C)c1nnc(NC(=O)CCC(=O)Nc2ccc(F)cc2)s1	-8	1	-6.3	5	-8	2	5	17	-0.1	3	-2
C1CCC(NC2=NCCO2)CC1	-23	4	12	x	-8	7	x	1	-0.3	-2	7
COC(=O)c1ccc(COc2ccc3c(C)c(C)c(=O)oc3c2)o1	-63	6	0.5	-21	-26	-85	0	-38	0.1	-45	-40
COc1cc(NS(=O)(=O)c2cc(C(=O)NCCc3ccccn3)ccc2OC)cc(OC)c1	-19	-3	-1.0	6	-3	6	x	16	0.1	-4	-6
Cc1cc(C(=O)NN=C2CCCCCCC2)c2ccccc2n1	-20	-7	-0.6	-7	25	11	-1	16	-0.5	-7	8
COC(=O)Nc1nc(C)c(C(=O)c2ccccc2)s1	-64	-1	-0.9	22	-3	10	0	-9	-0.1	-37	16
CCOc1ccc(NC(=O)CN(C)C(=O)/C=C/c2ccc(S(=O)(=O)N3CCCCCC3)cc2)cc1OCC	12	-14	0.0	11	11	21	3	6	-0.3	3	-12
CSCCC(NC(=O)c1ccco1)C(=O)OCc1cc([N+](=O)[O-])cc2c1OCOC2 (centres undefined)	-5	-5	1.0	-3	-2	3	1	8	0.5	-5	16
Cc1ccccc1C(=O)N1CCC(C(=O)Nc2cccc(S(=O)(=O)N3CCCCC3)c2)CC1	10	5	-0.3	18	24	5	-3	11	0.0	44	2
CSc1ncc(OCc2ccccc2)c(=O)[nH]1	-12	-13	0.1	8	10	4	-2	8	0.0	2	-11
Cc1cc(C(=O)Nc2ncn(Cc3ccc(F)cc3)n2)ccc1[N+](=O)[O-]	15	-1	0.7	3	-14	7	2	-4	0.3	-18	-18
O=C(Cc1ccccc1Cl)Nc1ccc(S(=O)(=O)Nc2nccs2)cc1	-34	-24	0.2	5	26	5	-4	19	0.1	-21	-8
COc1ccc2cc(C#N)c(N3CCN(C(=O)c4ccccc4C)CC3)nc2c1	-17	-14	-0.7	-8	13	20	2	-8	0.5	14	-3
COc1cc2cc(C(=O)Nc3ccccc3)c(N)nc2cc1OC	9	-26	-1.8	-28	10	-11	-4	-30	0.1	-2	5
COC(C[C@@H]1O[C@H]1[C@@H](O)COCc1ccccc1)OC	-6	-3	-2.7	-5	-3	14	x	5	0.1	-21	-1
Cn1cnnc1SCC(=O)NC(=O)NCc1ccccc1	6	0	-0.2	6	-8	1	2	8	0.0	-3	-11
O=C(/C=C/c1ccco1)NC(=S)Nc1nc(-c2ccc(Cl)cc2)cs1	-8	-18	-0.7	-19	19	-25	1	-127	-0.2	-1	46
Oc1ccccc1-c1nnc(SCCN2CCOCC2)n1Cc1ccccc1	-22	0	-3.1	22	6	53*	7	-20	1.6	51	9
Cc1c(C(=O)Nc2cccnc2)oc2ccc(Br)cc12	-14	-3	-0.5	-12	-31	-99	3	-329	0.1	-81	-16
C=CCNC(=O)CN1N=C(c2ccc(C)cc2)CCC1=O	-19	3	0.8	6	0	1	-3	9	-0.1	-10	17
O=C(CSc1nc(-c2cccs2)cc(C(F)(F)F)n1)Nc1cc(OCC(F)(F)C(F)F)cc([N+](=O)[O-])c1	1	-3	-1.8	5	-6	26	0	10	1.6	22	48
